Diaph inh CS = diaphorase inhibition or chemical oxidation counter-screen. diaphorase resazurin-to-resorufin fluorescence, NADH, 16 min; bacterial (C. kluyveri) enzyme, not human. inhibition, % at 20 µM. 190,000 compounds, 0.69% hits;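 active means primary screen inhibition at 20 µM above a set limit, cut at about 50% in these data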;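 further: plate controls were DMSO with full reaction for no effect and wells lacking NADH for full effect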
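Test system: diaphorase enzyme from Clostridium kluyveri; amount: diaphorase at 0.14 U/mL in enzyme working solution; detection: fluorescence of resorufin formed from resazurin, Ex 544/Em 590 nm; times: reaction incubation of 16 min at room temperature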
G6PDH counter = inhibits Leuconostoc G6PDH, flagging false hits in G6PDH-based assays. Purified L. mesenteroides G6PDH, diaphorase/resazurin coupled fluorescence, 45 min. 200,000 compounds, 0.12% hits. inhibition, % at 5 µM; in the data active means inhibition above about 50%
HMGR II inh = inhibitors of class II HMG-CoA reductase from Enterococcus faecalis; 190,000 compounds, 0.41% hits; AID 1066; inhibition, % at 10 µM; purified E. faecalis HMGR, NADPH absorbance 340 nm kinetic;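 active means inhibition above a set limit, the median over all tested compounds plus 3 SD, cut at about 9.5% in these data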;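 further: enzyme runs in reverse so mevalonate oxidation gives rising NADPH absorbance; 0% = complete reaction with DMSO and 100% = background rate lacking mevalonate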
TNAP inh noacc = inhibitors of human TNAP without phosphate acceptor. P05186. purified TNAP, CDP-star luminescence, 30 min. inhibition, % at 20 µM. 200,000 compounds, 0.26% hits;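 active means tissue-nonspecific alkaline phosphatase inhibition above about 50% at 20 µM in the single-dose screen, limit read from the data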;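 further: 0% = DMSO negative control and 100% = EDTA positive control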
PMI act hi M6P = activators of human phosphomannose isomerase at near-saturating mannose 6-phosphate. activation factor at 20 µM. P34949. AID 1216. coupled PMI enzyme assay, resazurin fluorescence, 20 min; active compounds read high; 1 = untreated enzyme, 0 = substrate-free blank. 190,000 compounds, 0.34% hits;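 active means activation factor of 2 or more at 20 µM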
Target sequence (P34949 whole entry, looked up): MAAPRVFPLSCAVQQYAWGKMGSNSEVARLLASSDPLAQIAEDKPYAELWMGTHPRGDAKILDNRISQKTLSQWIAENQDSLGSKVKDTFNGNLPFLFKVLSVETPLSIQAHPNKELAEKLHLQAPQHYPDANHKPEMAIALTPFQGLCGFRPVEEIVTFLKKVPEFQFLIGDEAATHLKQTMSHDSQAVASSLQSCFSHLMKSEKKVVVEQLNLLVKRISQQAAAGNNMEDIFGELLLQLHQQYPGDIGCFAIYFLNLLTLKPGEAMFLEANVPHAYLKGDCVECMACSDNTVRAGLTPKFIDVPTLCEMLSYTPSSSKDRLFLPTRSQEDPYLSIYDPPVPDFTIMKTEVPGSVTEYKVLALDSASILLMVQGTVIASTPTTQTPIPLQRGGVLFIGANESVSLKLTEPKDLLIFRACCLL
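Test system: human PMI in coupled enzyme assay; Input: PMI at 15 ng/mL final; Medium: HEPES buffer, pH 7.4; Schedule: 20 min incubation at room temperature; Technique: resorufin fluorescence at Ex 544/Em 590 nm; Compound: 20 µM single dose; Probe or stimulus: Near-saturating mannose-6-phosphate, 1.0 mM.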
TNAP inh hiacc = inhibitors of human TNAP at high phosphate acceptor concentration. P05186. purified TNAP, CDP-star luminescence, 1 M DEA. inhibition, % at 20 µM. 200,000 compounds, 0.03% hits. AID 1135;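 active means over 50% inhibition of tissue-nonspecific alkaline phosphatase at 20 µM in the single-dose screen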;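 further: plate controls were DMSO wells for no effect and EDTA-quenched wells as full inhibition for full effect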
FLuc stim CS = firefly luciferase counter-screen for stimulation assays | activation factor at 10 µM | 200,000 tested, under 10 active | ATPlite luciferase biochemical, luminescence, 10 min; 0 = ATP-free wells, 1 = DMSO control | P08659;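 active means luciferase activation factor, scaled between plate controls, of at least 2 with compound at 10 µM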
Target sequence (P08659 whole entry, looked up): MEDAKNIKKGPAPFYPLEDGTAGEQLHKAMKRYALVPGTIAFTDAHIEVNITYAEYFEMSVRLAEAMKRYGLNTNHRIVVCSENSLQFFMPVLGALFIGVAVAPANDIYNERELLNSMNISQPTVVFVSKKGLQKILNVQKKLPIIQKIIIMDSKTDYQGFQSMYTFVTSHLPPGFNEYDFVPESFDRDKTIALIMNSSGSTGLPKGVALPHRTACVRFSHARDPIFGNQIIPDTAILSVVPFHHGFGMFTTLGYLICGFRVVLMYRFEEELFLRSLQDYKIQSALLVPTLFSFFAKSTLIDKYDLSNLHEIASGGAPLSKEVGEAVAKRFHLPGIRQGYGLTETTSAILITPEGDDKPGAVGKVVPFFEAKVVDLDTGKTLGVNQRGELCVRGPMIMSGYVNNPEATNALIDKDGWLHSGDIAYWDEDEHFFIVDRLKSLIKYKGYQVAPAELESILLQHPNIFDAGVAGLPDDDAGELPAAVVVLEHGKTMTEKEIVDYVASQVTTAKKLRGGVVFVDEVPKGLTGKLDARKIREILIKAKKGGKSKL
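test system = cell-free luciferase reagent | medium = PBS as buffer for the ATP substrate | dosing = test compounds dosed from 2 mM stocks in 100% DMSO | incubation = 10 min at ambient temperature | detection = luminescence measurement of luciferase light output | benchmarks = low control with PBS replacing ATP, high control enzyme plus ATP without compound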
Diaph act CS = activates diaphorase or chemically reduces, flagging diaphorase assay artifacts; 190,000 compounds, 0.005% hits; Diaphorase/resazurin coupled assay, resorufin fluorescence, 16 min; active compounds read high; 1 = vehicle wells, 0 = NADH-free wells; AID 1229; activation factor at 20 µM;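 active means diaphorase activity raised at least twofold by the compound at 20 µM; inactive means activation factor below 2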
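Assay system: bacterial diaphorase enzyme (C. kluyveri) / Input: enzyme 0.07 U/mL final / Medium: 50 mM HEPES pH 7.4 with 4.542 mM MgCl2, 0.005% Tween 20 / Doses: single compound dose of 20 µM, 1% DMSO final / Incubation: 16 min enzyme reaction, ambient temperature / Signal: fluorescence, excitation 544 nm and emission 590 nm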
TNAP act hi DEA = activators of human TNAP at high phosphate acceptor concentration | 200,000 tested, under 10 active | activation factor at 20 µM | P05186 | purified TNAP, CDP-star luminescence, 1 M DEA, 30 min; active compounds read high; 0 = EDTA background, 1 = DMSO-only activity | AID 1136;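 active means activation factor at least 2 at 20 µM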
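system = human TNAP | amount = enzyme diluted 1/800 final | reagent = 100 µM CDP-star substrate | signal = luminescent substrate turnover signal | dosing = one dose, 20 µM | benchmarks = EDTA negative control, DMSO positive control | measure = activation factor | timing = 30 min reaction, room temperature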
PMI activator = phosphomannose isomerase (human) activation | P34949 | purified human PMI, coupled resazurin fluorescence, 20 min; active compounds read high; 1 = vehicle control, 0 substrate-free wells | activation factor at 20 µM | 190,000 compounds, 0.005% hits;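 active means activation factor of 2 or more at 20 µM, relative to plate controls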
Active calls of the source: *; . = no result given.

Second line of a record: Diaph inh CS	G6PDH counter	HMGR II inh	TNAP inh noacc	PMI act hi M6P	TNAP inh hiacc	FLuc stim CS	Diaph act CS	TNAP act hi DEA	PMI activator
> CC(C)CCNC(=O)C(c1ccco1)N(Cc1cccs1)C(=O)Cn1nnc2ccccc21 (configuration not stated)
  29	-4	-1	-22	0.9	-7	1.1	0.7	1.1	0.9
> CC(=O)c1ccc(NC(=S)Nc2ccc(Br)c(Cl)c2)cc1
  8	0	-4	0	1	-6	1	0.9	1.1	1
> O=C(C1CCN(S(=O)(=O)c2cccc3nsnc23)CC1)N1CC=C(c2ccccc2)CC1
  14	11	1	-2	0.8	1	1	0.9	1	0.9
> COC(=O)c1sccc1NC(=S)Nc1ccc(OC)cc1
  49	1	2	4	0.9	1	1	0.5	1	0.7
> CC(=O)c1cccc(NC(=O)c2ccncc2)c1
  9	3	-2	-6	1	-3	1.1	0.9	1	1.1
> COc1ccc(CNC(=O)CCCNS(=O)(=O)c2cccc3nonc23)cc1
  13	8	4	-11	0.9	-1	1.1	0.9	1	0.9
> O=C(NN1C(=O)/C(=C\c2cccnc2)SC1=S)C(c1ccccc1)c1ccccc1
  30	-37	-7	-24	0.8	-6	1.1	0.7	1.1	0.9
> CC(=O)Oc1c2occc2cc2ccc(=O)oc12
  11	6	-4	-3	0.9	3	1	0.9	1	0.8
> Cc1nnc(NC(=O)Nc2cccc(Cl)c2)s1
  14	-29	1	6	0.9	-3	1	0.9	1	0.9
> N#CCSc1nc2c(sc(=S)n2Cc2ccco2)c(=O)n1-c1ccc(F)cc1
  27	-2	0	-11	0.9	-3	1.1	0.7	1	0.9
> Cc1ccc(C)c(C(=O)CC2(O)C(=O)Nc3ccccc32)c1 (configuration not stated)
  7	-11	2	26	1.1	0	1.1	0.9	1	1
> Cc1c(C(=O)c2cccc(F)c2)c2ccccn2c1CCC#N
  -14	-3	-1	-7	1	0	1	1.1	1	1.1
> Cc1ccc(SCCC(=O)NC(C)(C)C)cc1
  -11	4	-5	-9	1.1	-3	1	1.1	1	1.1
> O=C(O)COc1ccccc1/C=N/NC(=O)c1ccc(F)cc1
  4	1	1	-2	1.1	0	0.5	1	1	1
> CCN(CC(=O)NCc1ccc(Cl)cc1)CC(=O)Nc1ccc(C(N)=O)cc1
  -12	-3	1	-6	1.1	0	1	1.1	1	1.1
> Cc1[nH]n(-c2ccc([N+](=O)[O-])cc2)c(=O)c1C=NCCN1CCN(C(=O)C(C)C)CC1
  -10	5	3	7	1	-3	0.9	1.1	1	1
> CCn1c(N)c(Br)c(=O)[nH]c1=O
  1	2	3	-5	1.1	-1	1.1	1	1	1.1
> COC(=O)C1C(O)=C(C=NC2CCCCC2)C(=O)CC1(C)C (configuration not stated)
  6	13	-9	-6	1.1	-8	1.1	0.9	1.1	1
> COc1ccc(CN2CCOCC2)c(C)c1C
  0	9	-3	-7	1	-2	1.1	1	1	0.9
> O=S(=O)(c1ccc(N2CCN(CCO)CC2)nc1)N1CCCCC1
  17	0	-4	-13	0.9	-5	1	0.8	1.1	0.9

Arranged by SMILES length (largest number first): part of the list above.
Second line of a record: Diaph inh CS	G6PDH counter	HMGR II inh	TNAP inh noacc	PMI act hi M6P	TNAP inh hiacc	FLuc stim CS	Diaph act CS	TNAP act hi DEA	PMI activator
> Cc1ccc(C)c(C(=O)CC2(O)C(=O)Nc3ccccc32)c1 (configuration not stated)
  7	-11	2	26	1.1	0	1.1	0.9	1	1
> Cc1c(C(=O)c2cccc(F)c2)c2ccccn2c1CCC#N
  -14	-3	-1	-7	1	0	1	1.1	1	1.1
> Cc1ccc(SCCC(=O)NC(C)(C)C)cc1
  -11	4	-5	-9	1.1	-3	1	1.1	1	1.1

(further entries)
Second line of a record: Diaph inh CS	G6PDH counter	HMGR II inh	TNAP inh noacc	PMI act hi M6P	TNAP inh hiacc	FLuc stim CS	Diaph act CS	TNAP act hi DEA	PMI activator
> Cc1ccc(CNC(=O)CCS(=O)(=O)c2cccc3nsnc23)cc1
  12	-1	1	-5	1	2	1	0.9	1	1
> CCOc1ccc(C(=O)NC2CCN(S(C)(=O)=O)CC2)cc1
  3	-3	0	-14	1.1	-4	1	1	1	1
> Cc1oc(-c2cccs2)nc1CN1CCN(C(C)C)C(CCO)C1 (configuration not stated)
  15	11	1	-7	0.9	-3	1.1	0.8	1	0.9
> N/C(=N\OC(=O)/C=C/c1ccccc1)c1ccncc1
  13	-2	-5	-10	1.1	-2	0.7	0.9	1	1.1
> c1ccc([C@H]2CC3C[C@@H](c4ccccc4)N2O3)cc1
  -6	9	.	-11	1	-5	1	1.1	1.1	1
> Cn1c(=O)c2c(nc(SCCN3CCCCC3)n2C)n(C)c1=O
  6	-1	0	-14	1	-4	1.1	0.9	1	1
> CCCN(CCC)C(=O)c1ccc2c(c1)OCO2
  -7	6	-7	-8	1.1	-3	1	1.1	1	1.1
> CCN1CCN(Cc2nc(N)nc(Nc3ccc(C)c(C)c3)n2)CC1
  4	5	-2	-2	1	2	1	1	1	1
> Cc1ccc(C(=O)/C=C/Nc2ccccc2C(N)=O)cc1
  14	7	-6	-10	0.9	-4	0	0.9	1	0.9
> Cc1coc2cc3oc(=O)c4c(c3cc12)CCCC4
  14	4	2	-16	0.9	-2	1	0.9	1	0.9
> COc1ccc([N+](=O)[O-])cc1NCc1cccc([N+](=O)[O-])c1
  12	3	-6	-4	0.9	0	1	0.9	1	1
> Cc1ccc(S(=O)(=O)Nc2ccncc2)c(C)c1N(C)S(=O)(=O)c1ccc(Cl)cc1
  -1	5	-2	-2	1.1	-2	1.1	1	1	1
> Nc1cc(-c2ccc(Br)cc2)nn1S(=O)(=O)c1cccc2nsnc12
  30	-7	-2	-14	0.9	-3	1	0.7	1	1
> CC(=O)N1CCN(c2ccc(S(C)(=O)=O)cc2[N+](=O)[O-])CC1
  5	-4	-3	-8	1	-1	1	1	1	1
> Cc1ccc(Oc2ccc(-c3nc(N)nc(N)n3)cc2)cc1
  13	-19	1	-4	0.9	-1	1	0.9	1	0.9
> Cc1nn(Cc2ccccc2Cl)c(Cl)c1C(=O)NCCc1ccccc1
  12	3	-3	-3	1	-4	0.8	0.9	1	1
> Cc1cc(N2CC34C=CC(O3)C(C(=O)O)C4C2=O)no1 (configuration not stated)
  -7	2	1	-8	1.1	1	1	1.1	1	1.1
> Cc1cc2cc(C)c(NCCNC(=O)c3ccccc3)nc2cc1C
  -9	27	-3	2	0.9	-5	1.1	1.1	1.1	0.9
> CC(=O)NC1C(=O)N=C(SCC(=O)NC(C)c2ccccc2)NC1=O (configuration not stated)
  6	11	-1	-18	0.8	-4	1	0.9	1	0.9
> CC(C(=O)NC1C(=O)N2C(C(=O)O)=C(CSc3nnnn3C)CSC12)n1cc(Br)cn1 (configuration not stated)
  0	8	-1	-6	1	-5	1	1	1	0.9
> C=CCOc1ccccc1CNCCCN1CCOCC1
  -6	-2	-1	-9	1	-1	1	1.1	1	1
> O=C(NCc1cccs1)c1ccc(N2CCCCC2)nc1
  0	14	-3	-6	1	-8	0.8	1	1.1	0.9
> Nc1nc(Sc2ccc(C(F)(F)F)cc2[N+](=O)[O-])n[nH]1
  10	9	-4	-2	0.9	-2	1	0.9	1	0.8
> COC(=O)CN1C(=O)CSc2ncccc21
  8	34	3	-6	0.9	-4	1	0.9	1	0.9
> COc1cccc(CN2CCNC(=O)C2CC(=O)NCc2cc(C(C)C)no2)c1 (configuration not stated)
  31	21	-1	-12	0.8	-6	1	0.7	1.1	1
> O=C(O)C1CCCCC1C(=O)NCc1ccccn1 (configuration not stated)
  -7	1	-2	-7	1	-2	1	1.1	1	1
> Cc1cccc(N2CCN(C(=O)c3ccc4nc[nH]c4c3)CC2)c1C
  8	2	-6	-10	1	-2	1	0.9	1	1
> COc1ccc(S(=O)(=O)Nc2cccc(N(C)S(C)(=O)=O)c2)cc1Br
  2	17	-6	-6	0.9	2	1	1	1	0.9
> COC(=O)Nc1ccc(S(=O)(=O)N2CCC(C)CC2)cc1
  18	1	-11	-14	0.9	-2	1	0.8	1	0.9
> CC1(C)CC(=O)CC(=Nc2ccc(C(=O)O)cc2)C1
  14	-12	-3	-15	0.9	-4	1.1	0.9	1	1
> CCOc1cc(-c2noc(CCC(=O)N3CCOCC3)n2)ccc1OC
  8	4	-8	-7	1	-5	1	0.9	1	1
> CN(c1ccc(C(=O)NCC2CCCO2)cc1)S(=O)(=O)c1ccccc1 (configuration not stated)
  7	0	-5	-6	1	1	1	0.9	1	1
> Cc1cccc(N2CCN(Cc3c(C)n(C)n(-c4ccccc4)c3=O)CC2)c1C
  13	-16	3	-6	1	-7	1.1	0.9	1.1	1

High-throughput results from PubChem.
